From PubChem BioAssay
H69AR growth 86K = growth inhibitors of human H69AR lung tumor cells. viability, % at 10 µM. 6% of 85,000 active. H69AR lung tumor viability, ATP luminescence, 72 h; active compounds read low. AID 598;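 active = viability at or below 40%; inactive = viability above 40%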;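 note: multidrug resistant small cell line overexpressing MRP-1 efflux transporter; 100% = mean luminescence of untreated control wells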
hDAT+cocaine = changed human dopamine transporter uptake under cocaine IC80; B-score at 10 µM; AID 449768; LLC-PK1 hDAT cells, [14C]-dopamine uptake with cocaine IC80; actives deviate in either direction; Q01959; 1.3% of 110,000 active;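 active = Z score or B-score, a plate-position-corrected score, falls beyond the plate's 99.7% confidence bounds, in either direction; inactive = both scores lie inside the 99.7% bounds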;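 note: scored against the spread of the other compound wells on the same plate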
Target sequence (Q01959 whole entry, looked up): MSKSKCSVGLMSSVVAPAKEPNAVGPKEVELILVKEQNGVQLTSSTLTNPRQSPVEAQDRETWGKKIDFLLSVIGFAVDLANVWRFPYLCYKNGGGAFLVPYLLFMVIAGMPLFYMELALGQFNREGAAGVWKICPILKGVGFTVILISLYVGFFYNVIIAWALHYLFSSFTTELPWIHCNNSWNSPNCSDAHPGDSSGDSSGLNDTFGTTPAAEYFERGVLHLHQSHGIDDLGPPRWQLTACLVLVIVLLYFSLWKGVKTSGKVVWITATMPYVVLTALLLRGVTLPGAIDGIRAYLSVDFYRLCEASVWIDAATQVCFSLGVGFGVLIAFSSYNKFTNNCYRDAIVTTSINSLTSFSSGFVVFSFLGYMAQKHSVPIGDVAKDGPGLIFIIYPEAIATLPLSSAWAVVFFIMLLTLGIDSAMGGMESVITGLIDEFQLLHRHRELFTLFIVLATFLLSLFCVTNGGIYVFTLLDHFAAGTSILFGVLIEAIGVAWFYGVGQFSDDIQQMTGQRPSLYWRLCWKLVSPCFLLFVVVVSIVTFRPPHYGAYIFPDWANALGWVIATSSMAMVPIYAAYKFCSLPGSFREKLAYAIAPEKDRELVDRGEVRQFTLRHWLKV
HUVEC prolif 384 = inhibitors of human endothelial cell proliferation; HUVEC proliferation, CellTiter-Glo luminescence, 72 h; active compounds read low; viability, % at 10 µM (by protocol); 1.1% of 86,000 active; AID 648;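 active = viability at or below 30%; inactive = viability above 30%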;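 note: 100% = median luminescence of DMSO-only cell control wells on each plate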
PostGolgi ctrl = inhibits growth of the yeast control strain; efflux-deficient yeast background strain, growth absorbance A615, 16 h; 5% of 98,000 active; inhibition, % at 10 µM
S1P2 ag = agonists of human S1P2 receptor; O95136; 0.46% of 97,000 active; S1P2-expressing cell line, agonist reporter read-out; activation, % at 4.5 µM; AID 729; in the data active = activation above about 16%;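 note: 0% = vehicle low control and 100% = maximal reference agonist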
Target sequence (O95136 whole entry, looked up): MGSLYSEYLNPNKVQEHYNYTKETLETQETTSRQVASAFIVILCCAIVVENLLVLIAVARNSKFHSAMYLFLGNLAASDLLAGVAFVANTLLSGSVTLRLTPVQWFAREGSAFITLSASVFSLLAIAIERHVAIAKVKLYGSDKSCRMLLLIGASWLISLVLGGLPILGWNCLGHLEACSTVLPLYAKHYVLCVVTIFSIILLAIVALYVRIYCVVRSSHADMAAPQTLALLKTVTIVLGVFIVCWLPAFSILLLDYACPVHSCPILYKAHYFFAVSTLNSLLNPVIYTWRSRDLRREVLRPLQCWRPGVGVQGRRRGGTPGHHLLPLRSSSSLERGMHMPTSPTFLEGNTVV
Fibroblast inh = blocks proliferation of human lung fibroblasts | LL 47 human lung fibroblast viability, ATP luminescence; active compounds read low | 1.1% of 85,000 active | AID 719 | viability, % at 10 µM;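 active = viability at or below 50% in the single dose screen; inactive = viability above 50%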;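 note: compound exposure lasted 72 h before the ATP readout; 100% = median luminescence of untreated cell-only wells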
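Test system: LL 47 human lung fibroblasts / Incubation: 72 h compound exposure at 37 °C after overnight plating / Technique: luminescent ATP detection, CellTiter-Glo / Compound dosing: 0.1% DMSO in all compound wells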
S1P2 antag = S1P2 (human) receptor antagonism; O95136; cell-based S1P2 antagonist assay, inhibition at 5 uM; inhibition, % at 5 µM; 0.21% of 97,000 active; AID 736; in the data active = inhibition above about 45%;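 note: CRE beta-lactamase reporter cells expressing human S1P2 stimulated with S1P; 0% = agonist at EC80 alone and 100% = agonist plus reference antagonist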
E coli WT exp = blocks growth of wild type E. coli BW25113; OD600 absorbance; growth inhibition, % at 100 µM; 0.15% of 98,000 active; AID 710;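 active = growth inhibition above about 50% at one test dose, limit read from the data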;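 note: growth measured after 20 h incubation at 37 °C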
PostGolgi yeast = growth inhibition of a yeast mutant, post-Golgi transport screen; inhibition, % at 10 µM; post-Golgi transport phenotypic cell assay; 0.9% of 98,000 active; AID 739;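 note: yeast cells grown in 1536-well plates; yeast grown about 18 h at 30C before absorbance read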
* hit, by the source's call; · = not tested or not shown. Cut-off read from the data, not from the text of the source, unless noted: active = inhibition above about 30%; inactive = the rest.

SMILES	H69AR growth 86K	hDAT+cocaine	HUVEC prolif 384	PostGolgi ctrl	S1P2 ag	Fibroblast inh	S1P2 antag	E coli WT exp	PostGolgi yeast
CCCN(CC1CC1)S(=O)(=O)c1ccc(-n2cnnn2)c(OC)c1	73	1	95	7	-1	99	-2	-6	16
Cn1c(=O)[nH]c(=O)c2c1nc(Br)n2CCCc1ccccc1	87	·	83	2	-2	99	-21	0	12
Cc1onc(-c2c(F)cccc2Cl)c1C(=O)NC1CCSC1=O (configuration not stated)	86	0.038	90	-2	1	99	3	1	-2
COc1ccc(CCNC(=O)C2CCN(S(=O)(=O)c3ccc(OC)c(OC)c3)CC2)cc1	101	-0.34	86	4	-3	103	-5	-7	7
N#Cc1sc2nc3c(c(-c4cccnc4)c2c1N)CCC3	96	-1.4	106	6	-4	100	-3	-1	-3
COc1cc(C(=O)NC2CCN(Cc3nnnn3Cc3cccs3)CC2)cc(OC)c1OC	86	1.3	96	-1	-2	102	-26	1	0
COc1ccc(CCN2CC(O)=C(c3nc4ccccc4c(=O)[nH]3)C2=N)cc1OC	69	-0.64	90	7	-1	100	-17	-5	17
O=C1CC(N2CCN(Cc3ccc4c(c3)OCO4)CC2)C(=O)N1Cc1ccc(N2CCCC2=O)cc1 (configuration not stated)	·	0.061	90	3	-6	95	19	4	0
CCS(=O)(=O)N1CCCC(C(=O)NCCCN2CCCC2=O)C1 (configuration not stated)	97	-0.62	103	0	-3	102	14	0	7
COc1ccc(N=c2oc3ccc(OC)cc3cc2-c2nc3ccccc3[nH]2)cc1	·	-0.33	·	0	-3	·	-1	-2	4
Cc1cc(C)nc(NC(=O)c2c(-c3c(Cl)cccc3Cl)noc2C)n1	94	-2.9*	93	29	-14	96	5	5	5
COc1cc2cc(C(N)=O)c(N)nc2cc1OC	100	·	88	6	3	91	-23	10	-5
O=S(=O)(Cc1ccc(Cl)cc1)N1CCCC1	102	-0.42	99	21	-6	105	0	8	2
CC(=O)c1cccc(NC(=O)c2cc(C(C)C)on2)c1	90	-0.2	107	2	-4	110	8	6	-6
CCCCC(NC(C)=O)c1nc2ccccc2n1CCC (configuration not stated)	·	0.002	·	-1	-8	·	11	-4	3
COc1ccc(C(=O)Nc2ccccc2C(=O)N(Cc2ccco2)C(C(N)=O)C(C)C)cc1 (configuration not stated)	5.6*	-0.034	64	4	-4	42*	-1	-1	-7
CCOc1ccccc1Oc1c(C)oc2c(CN3CCN(C)CC3)c(O)ccc2c1=O	84	0.69	88	0	-7	95	19	0	-6
CC(C)(O)c1nnn(-c2ccccc2)c1C(F)(F)F	85	-1	86	0	-3	89	14	-5	17
COc1ccc(OC)c(NC(=O)Nc2cccc3ccccc23)c1	71	-0.005	96	4	-3	105	-6	-9	-9
O=C1CCC(=O)N1OCCCCOc1ccccc1	106	-1.1	104	9	-8	106	-6	1	-1
COc1ccccc1N1CCN(CCOc2c(OC)cccc2OC)CC1	81	-0.23	91	3	-2	104	-5	5	3
Cc1cc(=O)[nH]c2c1cnn2Cc1ccccc1	101	-0.04	102	6	0	100	-15	0	19
CCOC(=O)N1CCC(N2C(=O)c3ccccc3C2Nc2cc(Cl)c(OC)cc2OC)CC1 (configuration not stated)	94	1.3	91	6	-4	95	17	-1	-25
CSc1nc2nccc(-c3ccc(Cl)cc3)n2n1	89	1.6	98	40*	-2	92	-36	-7	-1
Cc1nc(NCc2ccco2)c2oc3ccccc3c2n1	·	·	·	17	-1	·	0	6	13

Arranged by SMILES length (smallest number first): some entries from above.
SMILES	H69AR growth 86K	hDAT+cocaine	HUVEC prolif 384	PostGolgi ctrl	S1P2 ag	Fibroblast inh	S1P2 antag	E coli WT exp	PostGolgi yeast
CC(C)(O)c1nnn(-c2ccccc2)c1C(F)(F)F	85	-1	86	0	-3	89	14	-5	17
N#Cc1sc2nc3c(c(-c4cccnc4)c2c1N)CCC3	96	-1.4	106	6	-4	100	-3	-1	-3
CCS(=O)(=O)N1CCCC(C(=O)NCCCN2CCCC2=O)C1 (configuration not stated)	97	-0.62	103	0	-3	102	14	0	7
Cn1c(=O)[nH]c(=O)c2c1nc(Br)n2CCCc1ccccc1	87	·	83	2	-2	99	-21	0	12
Cc1cc(C)nc(NC(=O)c2c(-c3c(Cl)cccc3Cl)noc2C)n1	94	-2.9*	93	29	-14	96	5	5	5

The list continues.
SMILES	H69AR growth 86K	hDAT+cocaine	HUVEC prolif 384	PostGolgi ctrl	S1P2 ag	Fibroblast inh	S1P2 antag	E coli WT exp	PostGolgi yeast
C=CCn1c(SCC(=O)NCc2ccc3c(c2)OCO3)nnc1C1COc2ccccc2O1 (configuration not stated)	91	1.4	98	5	-5	104	5	-5	0
COc1ccccc1NS(=O)(=O)c1ccc(NC(C)=O)cc1	95	0.28	96	10	-4	105	-21	-6	0
Cc1nnc(SCC(=O)Nc2ccc3c(c2)OCO3)o1	90	0.21	84	-2	-3	95	-7	5	6
CCOC(=O)CSc1nnc(N)s1	90	-1.4	103	-5	-4	101	-13	2	-1
Cc1cc(NC(=O)c2cc(-c3cccc(Cl)c3)on2)no1	95	-0.00061	101	-8	-9	94	-1	0	0
O=C(N/N=C/CCc1ccccc1)c1ccccc1	·	-0.07	·	17	-5	·	16	-2	-4
CCOC(=O)c1ccc(NC(=O)CSC2=NC(=O)C(CC)C(=O)N2)cc1 (configuration not stated)	95	-0.93	93	7	-3	101	1	-7	3
CCc1ccc(NC(=O)CSc2nc3ccccc3c(=O)n2CCCC(=O)N2CCCC2)cc1	30*	0.0052	55	9	-3	74	-5	-16	-10
O=C1CCC2c3ccc4ccccc4c3CCN12 (configuration not stated)	99	-0.87	92	·	-2	98	-2	·	·
Cc1cc2ccccc2n1CCNC(=O)COc1ccccc1	89	0.71	97	25	·	108	·	1	4
Cc1noc(C)c1CSc1nnc(-c2ccncc2)n1-c1ccc(Cl)c(Cl)c1	73	-1	87	8	-2	100	8	-6	-8
CN(C(=O)c1ccc2c(c1)OCO2)C1(C(=O)NC2CCCC2)CCCCC1	92	-1.1	99	6	·	96	·	-7	-2
Cc1nc2nc(C)c(CCC(=O)Nc3ccc4c(c3)OCO4)c(C)n2n1	94	-0.56	93	4	-21	101	-12	2	-5
COc1ccccc1N(CC(=O)NC1CCCC1)C(=O)c1csnn1	95	-0.051	98	1	-4	95	-12	-5	0
CCC(C)(C)NC(=O)C(c1ccc(C)cc1)N(Cc1cccnc1)C(=O)c1csnn1 (configuration not stated)	81	0.24	92	·	-2	98	-26	·	·
CC1CCN(C(=O)CSc2nnc(Cn3c(=O)sc4ccccc43)n2C)CC1	104	1.4	103	1	·	98	·	-2	4
N#Cc1c(-c2cccc(F)c2)cc(-c2ccccc2)nc1Br	·	-0.34	·	1	-5	·	10	-26	0
COc1ccc(CNC2CCCCC2C)c(OC)c1 (configuration not stated)	89	1	94	14	·	106	·	-2	19
CCOc1ccc(OCC)c(C2C(C#N)=C(N)N(c3cccnc3)C3=C2C(=O)CC(C)(C)C3)c1 (configuration not stated)	77	-0.66	103	-3	-3	·	-1	6	3
CC(=O)Nc1cc2c(cc1Br)OCCO2	92	-0.82	89	0	-5	101	-1	-3	-4
Cc1ncc([N+](=O)[O-])n1CCOC(=O)NC(NCc1ccccc1)C(Cl)(Cl)Cl (configuration not stated)	·	-0.22	·	4	-1	·	2	-8	-7
c1cncc(-c2nc(NCC3COc4ccccc4O3)c3ccccc3n2)c1 (configuration not stated)	16*	·	57	47*	4	87	-7	-4	1
CN(C)C(=O)N1CCC(C(=O)NCc2ccc(F)cc2)CC1	101	-0.016	102	2	-3	95	6	9	-13
CCC(=O)N1CCN(c2ccc(Cl)cc2NC(=O)c2ccc3c(c2)OCCO3)CC1	·	1.6	76	47*	-4	96	1	-7	-2
CCOc1cc(NC(=O)CC(C)C)c(OCC)cc1NC(=O)CCn1nnc2ccccc21	·	-0.1	·	2	0	·	4	-12	-4
(continued)
SMILES	H69AR growth 86K	hDAT+cocaine	HUVEC prolif 384	PostGolgi ctrl	S1P2 ag	Fibroblast inh	S1P2 antag	E coli WT exp	PostGolgi yeast
Cc1ccc(Nc2cc(=O)[nH]c(=O)[nH]2)c(C)c1	·	·	·	-5	-4	·	20	17	-3
Clc1ccc(-c2nnc(SCc3ccon3)o2)c(Cl)c1	92	1.3	107	12	-4	107	6	7	-11
O=C(CSc1nc2c(c(=O)n1-c1ccc(Cl)cc1)SCC2)NCc1ccco1	58	·	85	14	·	88	·	-4	-9
O=C1CSC(c2ccccc2)N1CC12CC3CC(CC(O)(C3)C1)C2 (configuration not stated)	101	0.18	87	6	-3	99	-5	5	-1
CCC(C)N1C(=O)CCC1C(=O)N1CCN(c2ccc(F)cc2)CC1 (configuration not stated)	94	·	102	-3	-5	105	-15	-4	0
Cc1[nH]c2ccc(-c3nnc(SCC(=O)c4ccc(F)cc4)o3)cc2c1C	26*	-0.27	69	5	-9	87	-5	-8	1
CN(C)C(=O)COC(=O)c1cc(Cl)cc(Cl)c1N	92	0.52	82	11	-5	98	-5	3	-8
O=[N+]([O-])c1cc(Cl)ccc1Sc1cccc2cccnc12	91	-0.75	93	19	-7	94	-10	0	6
CC(=O)c1cc(C#N)c(SCCC(C)C)nc1C	92	-0.036	89	10	1	88	-12	10	2
CC1=C(C(=O)N(C)C)C(c2ccc(Cl)c(Cl)c2)NC(=O)N1 (configuration not stated)	96	-1.2	93	1	-2	92	-7	1	-3

Profiles from above. Screens in order: H69AR growth 86K, hDAT+cocaine, HUVEC prolif 384, PostGolgi ctrl, S1P2 ag, Fibroblast inh, S1P2 antag, E coli WT exp, PostGolgi yeast
O=C(CSc1nc2c(c(=O)n1-c1ccc(Cl)cc1)SCC2)NCc1ccco1 in the list: 58, ·, 85, 14, ·, 88, ·, -4, -9
Cc1ccc(Nc2cc(=O)[nH]c(=O)[nH]2)c(C)c1 in the list: ·, ·, ·, -5, -4, ·, 20, 17, -3
CN(C)C(=O)COC(=O)c1cc(Cl)cc(Cl)c1N in the list: 92, 0.52, 82, 11, -5, 98, -5, 3, -8
O=[N+]([O-])c1cc(Cl)ccc1Sc1cccc2cccnc12 in the list: 91, -0.75, 93, 19, -7, 94, -10, 0, 6
CC1=C(C(=O)N(C)C)C(c2ccc(Cl)c(Cl)c2)NC(=O)N1 (configuration not stated) in the list: 96, -1.2, 93, 1, -2, 92, -7, 1, -3
